Apaf1 inhib = blocks human Apaf-1 apoptosome activity | O14727 | reconstituted apoptosome caspase-3 activity, DEVD-Rh110 fluorescence | inhibition, % at 20 µM | 0.71% of 330,000 active | AID 489030; active = inhibition of at least 40% at 20 µM;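 also: plate controls were DMSO wells for no effect and DEVD-CHO caspase inhibitor wells for full effect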
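System – cell-free apoptosome with Apaf-1, procaspase-3 and caspase-9 · Buffer or medium – pH 7.5 Hepes buffer with CHAPS, BSA, DTT · Also added – cytochrome c with DEVD-Rh110 · Times – 30 min compound preincubation, 50 min activation, room temperature · Technique – Rh110 fluorescence intensity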
SENP8 block-1 = blocks the human protease SENP8; Q96LD8; purified SENP8, Z-RLRGG-aminoluciferin cleavage, luminescence; inhibition, % at 10 µM; 1.2% of 330,000 active; AID 2540; in the data active = inhibition above about 50%
Target sequence (Q96LD8 whole entry, looked up): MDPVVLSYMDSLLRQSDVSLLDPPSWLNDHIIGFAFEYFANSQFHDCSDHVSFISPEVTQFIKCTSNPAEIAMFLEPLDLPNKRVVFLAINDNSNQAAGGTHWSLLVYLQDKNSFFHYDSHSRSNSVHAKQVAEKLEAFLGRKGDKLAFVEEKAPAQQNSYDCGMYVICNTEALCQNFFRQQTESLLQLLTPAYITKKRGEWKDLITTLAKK
SENP1 inh = blocks the human SENP1 SUMO protease catalytic domain; Q9P0U3; recombinant SENP1 catalytic domain, CyPet-SUMO1-YPet FRET cleavage; inhibition, % at 10 µM; 0.21% of 360,000 active;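 active = inhibition at least 30% at 10 µM, raw YFP signal under a set limit, fluorescence ratio 0.5 to 1.5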;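 also: 0% = enzyme with DMSO and 100% = no enzyme wells; some results filed as inactive read as strong as hits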
Target sequence (Q9P0U3 419-644 limits assumed): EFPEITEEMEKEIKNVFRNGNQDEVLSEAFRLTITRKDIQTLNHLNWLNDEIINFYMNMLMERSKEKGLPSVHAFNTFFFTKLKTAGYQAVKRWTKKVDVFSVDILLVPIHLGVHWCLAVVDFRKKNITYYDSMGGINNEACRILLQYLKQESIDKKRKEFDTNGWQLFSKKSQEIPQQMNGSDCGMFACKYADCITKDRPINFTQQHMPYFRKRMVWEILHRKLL
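material = recombinant human SENP1 catalytic domain, His6-tagged | quantity = 20 pM enzyme | reagent = 25 nM SUMO1 FRET substrate | compound dosing = 10 µM single point, 0.5% DMSO | timing = 50 min enzyme reaction, room temperature, light-protected | detection = FRET, CFP and YFP emission | control set = no-enzyme low, enzyme-DMSO high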
HKDC1 inhibitor = inhibitors of human hexokinase HKDC1; Q2TB90; recombinant HKDC1, G6PDH/diaphorase resazurin coupled fluorescence; 0.16% of 340,000 active; inhibition, % at 20 µM;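 active = inhibition above about 35% when tested at 20 µM, limit read from the data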;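 also: plate controls were DMSO wells with enzyme for no effect and DMSO wells lacking enzyme for full effect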
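Material – in-house recombinant HK5 (HKDC1) enzyme · Quantity – HKDC1 at 5 µg/mL · Buffer or medium – pH 8.0 Tris buffer with 10 mM MgCl2 · Reagent – glucose with 1 mM ATP · Dosing – single 20 µM dose · Times – reaction time 90 min, room temperature, protected from light · Technique – resorufin fluorescence at 613 nm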
PfG6PD inh = PfG6PD (Plasmodium falciparum) enzyme inhibition | PfGluPho enzyme, NADPH resazurin-diaphorase fluorescence | inhibition, % at 20 µM | 0.78% of 350,000 active;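 active = inhibition reaching at least a set limit at 20 µM in the primary screen, cut at about 59% in these data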;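 also: 0% = DMSO wells with substrate and 100% = DMSO wells lacking glucose-6-phosphate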
SENP8 block-2 = blocks human SENP8 cleavage of Nedd8 substrate. Q96LD8. recombinant SENP8, Nedd8 substrate fluorescence. inhibition, % at 20 µM. 0.64% of 360,000 active. AID 602440; in the data active = inhibition mostly above about 40%, no sharp cut-off; inactive = mostly below about 27%
SENP6 block = blocks the human protease SENP6; 1.8% of 330,000 active; inhibition, % at 10 µM; Recombinant SENP6 catalytic domain, aminoluciferin luminescence; Q9GZR1;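 active = inhibition above about 50% at the single tested dose, limit read from the data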;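 also: plate controls were DMSO wells with enzyme for no effect and DMSO wells lacking enzyme for full effect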
Target sequence (Q9GZR1 628-1112 limits assumed): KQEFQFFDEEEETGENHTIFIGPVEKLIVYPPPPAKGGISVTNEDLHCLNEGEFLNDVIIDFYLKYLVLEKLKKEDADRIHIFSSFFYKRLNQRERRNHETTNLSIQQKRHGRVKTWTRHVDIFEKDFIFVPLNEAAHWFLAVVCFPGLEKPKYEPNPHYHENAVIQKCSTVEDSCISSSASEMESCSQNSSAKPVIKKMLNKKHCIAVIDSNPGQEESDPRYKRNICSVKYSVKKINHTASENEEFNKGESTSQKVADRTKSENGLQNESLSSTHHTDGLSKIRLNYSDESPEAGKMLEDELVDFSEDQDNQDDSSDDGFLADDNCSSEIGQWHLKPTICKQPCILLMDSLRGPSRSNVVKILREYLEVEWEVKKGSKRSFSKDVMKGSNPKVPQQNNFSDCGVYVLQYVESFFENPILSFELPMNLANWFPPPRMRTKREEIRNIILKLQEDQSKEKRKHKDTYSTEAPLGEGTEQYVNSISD
SENP7 block = inhibitors of human SENP7 protease | AID 434973 | recombinant SENP7, Z-RLRGG-aminoluciferin luminescence, 40 min | 1.5% of 330,000 active | Q9BQF6 | inhibition, % at 5 µM;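 active = inhibition above about 50% at the single test dose, limit read from the data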;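 also: plate controls were DMSO with enzyme for no effect and no enzyme buffer wells for full effect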
NALP3 yeast inh = blocks the NALP3 inflammasome reconstituted in yeast; AID 2825; inhibition, % at 10 µM; 0.39% of 330,000 active; Yeast reconstituted NLRP3/ASC/caspase-1, beta-gal luminescence, 24 h;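 active = inhibition of 50% or more; inactive = inhibition below 50%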;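 also: plate controls were induced DMSO wells for no effect and uninduced yeast grown without galactose for full effect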
* hit, by the source's call; i = inactive; . = not tested or not shown. An excerpt; rates above refer to the full screens.

SMILES	Apaf1 inhib	SENP8 block-1	SENP1 inh	HKDC1 inhibitor	PfG6PD inh	SENP8 block-2	SENP6 block	SENP7 block	NALP3 yeast inh
COc1ccc(CN2CCCC(C(=O)c3cccc(Cl)c3)C2)cc1 (stereo not drawn)	3	5	1	2	-6	8	10	3	27
CC12C=CC(=O)CC1CCC1C2CCC2(C)C(O)C(O)CC12 (stereo not drawn)	.	.	1	-4	10	6	.	.	.
COC(=O)C1=C(c2ccc(F)cc2OCc2ccccc2)C[C@@H]2CC[C@H]1N2C(=O)NCCNC(C)=O	8	0	4	3	-16	2	7	6	13
C=CCn1c(O)c(C(C)=NCc2cccnc2)c(=O)[nH]c1=O	-14	6	1	-7	-6	10	-12	-3	13
O=C(c1cc(S(=O)(=O)N2CCOCC2)ccc1F)N1CCC2(CC1)OCCO2	-3	-7	0	-6	-22	4	6	8	23
O=c1[nH]c(=O)n(CCc2ccc(F)cc2)c(O)c1C=NCCCN1CCOCC1	13	-5	0	-4	-12	3	-12	12	15
Cc1ccsc1CNCCc1ccccc1F	-5	4	0	-3	5	12	7	5	17
CCOC(=O)[C@]12Cc3ccsc3[C@H]1N(Cc1ccccc1)C(=O)c1ccccc12	.	.	1	-1	-4	15	.	.	.
O=c1c2ccccc2nc(-c2ccco2)n1-c1ccccc1	16	-6	-1	-6	-4	12	-8	-1	2
NC(=O)CN1CC(c2ccccc2)CC1=O (stereo not drawn)	-9	3	2	-10	-6	6	-11	4	-2
CNCCc1ccccc1	10	3	.	.	.	.	6	8	1
Cc1ccc(S(=O)(=O)Nc2cc(C(=O)N3CCC4(CC3)OCCO4)ccc2N2CCCCC2)cc1	15	6	3	-6	-3	40	-5	5	11
COc1ccc2c(c1OC)CN1CCc3cc4c(cc3C1C2)OCO4 (stereo not drawn)	10	-11	10	-3	-2	-98	-18	-3	17
CCCCOCCCn1c(N)c(C(=O)OC(C)COC)c2nc3ccccc3nc21 (stereo not drawn)	0	-5	-91	5	-2	i	2	-1	4
O=C(N/N=C/c1c(O)n(CCC2=CCCCC2)c(=O)[nH]c1=O)c1ccccc1	17	-8	-26	-7	-42	-202	-2	-9	-2
Fc1ccc(C(OCCN2CCCC2)c2ccc(F)cc2)cc1	8	-2	4	-8	-21	17	-6	-5	12
O=c1[nH]c(=S)n(Cc2ccc(F)cc2)c(O)c1C=NCCCn1ccnc1	-10	-2	-1	-4	-6	14	-9	-5	10
CCOC(=O)N(C)c1ccc(C(O)(C(=O)OCC)C(F)(F)F)cc1 (stereo not drawn)	-11	-10	1	-8	-15	6	-11	-6	13
Cc1nc2ccccc2c(=O)n1-c1cccc(C(F)(F)F)c1	8	-11	-1	-7	5	8	16	5	19
CCN(CC)C(=O)c1ccc(NC(=O)CSc2nnnn2-c2cc(OC)ccc2OC)cc1	-1	-8	1	-6	-5	6	-19	-2	-4

Fetched by structure from above:
SMILES	Apaf1 inhib	SENP8 block-1	SENP1 inh	HKDC1 inhibitor	PfG6PD inh	SENP8 block-2	SENP6 block	SENP7 block	NALP3 yeast inh
COc1ccc(CN2CCCC(C(=O)c3cccc(Cl)c3)C2)cc1 (stereo not drawn)	3	5	1	2	-6	8	10	3	27
CC12C=CC(=O)CC1CCC1C2CCC2(C)C(O)C(O)CC12 (stereo not drawn)	.	.	1	-4	10	6	.	.	.
NC(=O)CN1CC(c2ccccc2)CC1=O (stereo not drawn)	-9	3	2	-10	-6	6	-11	4	-2
O=c1[nH]c(=O)n(CCc2ccc(F)cc2)c(O)c1C=NCCCN1CCOCC1	13	-5	0	-4	-12	3	-12	12	15
Cc1nc2ccccc2c(=O)n1-c1cccc(C(F)(F)F)c1	8	-11	-1	-7	5	8	16	5	19
CCOC(=O)N(C)c1ccc(C(O)(C(=O)OCC)C(F)(F)F)cc1 (stereo not drawn)	-11	-10	1	-8	-15	6	-11	-6	13
COC(=O)C1=C(c2ccc(F)cc2OCc2ccccc2)C[C@@H]2CC[C@H]1N2C(=O)NCCNC(C)=O	8	0	4	3	-16	2	7	6	13

Other results.
SMILES	Apaf1 inhib	SENP8 block-1	SENP1 inh	HKDC1 inhibitor	PfG6PD inh	SENP8 block-2	SENP6 block	SENP7 block	NALP3 yeast inh
COC(=O)C1=C(c2ccc(F)cc2F)C[C@@H]2CC[C@H]1N2C	-4	-2	-1	2	9	6	-5	5	10
C=CCOC(=O)C1C(C(=O)O)C2(Cl)C(Cl)=C(Cl)C1(Cl)C2(Cl)Cl (stereo not drawn)	.	.	2	4	-17	13	.	.	.
COC(=O)C1=C(c2ccc(F)cc2OCc2ccccc2)C[C@@H]2CC[C@H]1N2C(=O)NCC1CC1	15	-1	2	6	13	11	-1	6	16
O=C(c1cccc([N+](=O)[O-])c1)C12CN3CN(CN(C3)C1)C2	0	-3	2	-10	-12	-1	-8	-2	19
COc1ccc(C(=O)CC2C(=O)N(C)C(=O)N(C)C2=O)cc1	-12	2	3	-7	-5	42*	1	-5	-10
CN(C)P(=NC(=S)c1cccn1C)(N(C)C)N(C)C	-16	-12	0	-3	8	9	-17	15	13
c1ccc(C2(N3CCCCC3)CCCCC2)cc1	3	4	-4	6	-10	5	12	2	0
O=C(Cc1ccccc1)N1CCN(Cc2ccccc2Cl)CC1	9	4	2	4	-2	19	-9	6	28
C=CCN=C(SCC(=O)c1ccc(Cl)cc1)c1c(O)n(C)c(=O)n(C)c1=O	-10	-9	0	2	5	7	-21	8	13
COC(=O)C1=C(c2cccc(OC)c2OC)C[C@@H]2CC[C@H]1N2C(=O)NCCS(C)=O (stereo partly drawn)	2	-9	2	2	-20	5	-4	3	-7
CC(=O)c1ccc2c(c1)OCO2	-4	-6	0	-5	-4	44*	0	-4	8
CN1CCN(Cc2nc3ccccc3c(=O)[nH]2)CC1	-6	2	0	-16	-5	13	1	2	0
Cc1cc(C)cc(N2C(=O)NC(=O)/C(=C/c3cccn3-c3ccc(Cl)cc3)C2=O)c1	5	0	-3	5	6	22	-2	16	3
Cc1ccc(N2C(=O)NC(=O)C(CCc3ccccn3)(Cc3ccc(F)cc3)C2=O)cc1 (stereo not drawn)	2	10	0	-12	-14	15	-5	0	-1
NNC(=O)c1ccc(Cl)cc1	1	-6	1	-7	21	13	5	3	9
Clc1ccc(N2CCNCC2)nn1	9	-12	1	-2	10	-1	-22	-2	-2
CC(=NCCCn1ccnc1)c1c(O)n(-c2ccccc2)c(=O)[nH]c1=O	-10	0	1	-8	-18	12	-13	3	5
CCC(=Nc1ccc(OC)cc1OC)c1c(O)[nH]c(=O)[nH]c1=O	20	-3	0	10	6	8	-19	-11	6
COc1ccc(-c2nc(CS(=O)CC(=O)N3CCC4(CC3)OCCO4)c(C)o2)cc1 (stereo not drawn)	5	2	1	-2	-7	6	0	-1	8
CN1CCN(c2ccc([N+](=O)[O-])c(N3CCCCC3)c2)CC1	2	6	-3	0	-9	22	-2	-4	15
c1cncc(CNC2CCCCC2)c1	-6	12	-1	-5	-11	2	13	-1	17
C[C@H]1CC[C@H]2NCCN[C@H]2C1	-26	-7	2	-6	-14	28	7	-2	5
NCC(CC(=O)O)C1CCCCC1 (stereo not drawn)	-25	-1	1	-19	3	14	14	9	1
CCCCCn1c(=O)c(C(=O)Nc2ccccc2S(N)(=O)=O)c(O)c2ccccc21	13	0	2	-1	0	-63	-3	-1	25
Clc1ccc2c(c1)C(OC1CN3CCC1CC3)c1ccccc1CS2 (stereo not drawn)	13	3	1	-4	21	16	-10	2	12
CCOC(=O)C1=CC(=C2C(=O)N(CC)C(=S)N(CC)C2=O)c2ccccc2O1	10	-1	.	-7	-4	.	4	9	2
CCN(CC)C(=O)c1ccc(NC(=O)c2cn(-c3ccccc3)nc2-c2ccc(OC)cc2)cc1	9	10	1	-4	19	7	-9	-1	16
COc1ccc(-n2c(O)c(C(C)=Nc3ccc4c(c3)CCC4)c(=O)[nH]c2=O)cc1	3	-11	-1	2	7	20	-7	-7	-1
Nc1ccc(Cc2ccc(N)cc2)cc1	.	.	1	-1	4	11	.	.	.
O=C1CC(C(=O)N2CCC3(CC2)OCCO3)CN1CCc1ccccc1 (stereo not drawn)	2	3	0	4	-25	18	4	4	-2
Cc1cc(C)n2nc(C)[n+](C)c2n1	-14	1	4	-5	-1	8	-3	-4	19
C1=C(CCNCc2ccccc2)CCCC1	5	-10	-1	0	1	2	-12	-15	8
ClC1=C(Cl)C2(Cl)C3C(Cl)C=CC3C1(Cl)C2(Cl)Cl (stereo not drawn)	-8	5	0	-3	19	9	0	6	30
CCOP(=O)(OCC)C(Cc1ccccc1)NC(C)=O (stereo not drawn)	-5	-8	0	-6	16	11	-20	2	6
COc1ccccc1N1CCN(Cc2c(F)cccc2F)CC1	-4	1	2	-12	-2	0	-1	1	6
CC1=CC(=C2C(=O)NC(=S)NC2=O)C=C(C(F)(F)F)N1Cc1ccccc1	-16	8	-58	2	-19	-8	-24	6	12
COc1ccc(CCNCc2cccn2C)cc1	10	0	-3	2	-24	8	2	-1	1
FC(F)(F)c1ccc2c(c1)NP(=S)(N1CCOCC1)c1nccn1-2 (stereo not drawn)	-10	6	2	-7	0	3	-19	10	10
C/C(=N/OC(=O)N(C)C)c1ncc(C(F)(F)F)cc1N1CCOCC1	7	-7	-9	-5	8	-147	-13	-4	9

Just SENP8 block-2 and Apaf1 inhib, for 5 of the compounds above:
Structure | SENP8 block-2 | Apaf1 inhib
COc1ccc(-n2c(O)c(C(C)=Nc3ccc4c(c3)CCC4)c(=O)[nH]c2=O)cc1 | 20 | 3
Nc1ccc(Cc2ccc(N)cc2)cc1 | 11 | .
O=C1CC(C(=O)N2CCC3(CC2)OCCO3)CN1CCc1ccccc1 (stereo not drawn) | 18 | 2
Cc1cc(C)n2nc(C)[n+](C)c2n1 | 8 | -14
C1=C(CCNCc2ccccc2)CCCC1 | 2 | 5
